ROC1-CUL1 inh = inhibitors of human ROC1-CUL1 ubiquitin ligase activity. 140,000 tested, 0.6% active. AID 1347404, 2020. in vitro K48 di-Ub FRET, acceptor:donor ratio, 45 min. inhibition, % at 10 µM; in the data active = inhibition above about 25%
Target sequence (P62877 whole entry, looked up): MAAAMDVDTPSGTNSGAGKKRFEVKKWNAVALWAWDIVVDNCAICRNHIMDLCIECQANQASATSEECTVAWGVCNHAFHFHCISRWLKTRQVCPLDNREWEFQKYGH
Target sequence (Q13616 whole entry, looked up): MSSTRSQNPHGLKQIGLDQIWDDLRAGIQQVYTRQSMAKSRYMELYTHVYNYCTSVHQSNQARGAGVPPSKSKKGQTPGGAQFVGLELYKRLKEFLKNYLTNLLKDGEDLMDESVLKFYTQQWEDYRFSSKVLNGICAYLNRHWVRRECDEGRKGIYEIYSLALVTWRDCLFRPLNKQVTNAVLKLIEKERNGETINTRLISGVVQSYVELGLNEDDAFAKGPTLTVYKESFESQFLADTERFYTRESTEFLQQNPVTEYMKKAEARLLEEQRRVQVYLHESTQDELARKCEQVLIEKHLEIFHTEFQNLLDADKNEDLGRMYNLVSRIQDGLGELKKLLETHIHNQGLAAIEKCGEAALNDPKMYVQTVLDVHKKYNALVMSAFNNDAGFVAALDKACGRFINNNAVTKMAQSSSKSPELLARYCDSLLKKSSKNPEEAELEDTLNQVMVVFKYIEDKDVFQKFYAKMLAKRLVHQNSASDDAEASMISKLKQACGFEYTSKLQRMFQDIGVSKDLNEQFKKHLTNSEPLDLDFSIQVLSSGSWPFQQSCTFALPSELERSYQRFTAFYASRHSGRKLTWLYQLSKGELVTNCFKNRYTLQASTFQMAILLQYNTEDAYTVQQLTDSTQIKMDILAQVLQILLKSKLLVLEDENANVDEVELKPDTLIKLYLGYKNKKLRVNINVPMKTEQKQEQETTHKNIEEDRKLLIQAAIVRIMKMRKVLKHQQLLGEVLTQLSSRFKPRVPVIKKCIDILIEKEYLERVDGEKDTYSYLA
The depositor's hits bear a star.

SMILES | ROC1-CUL1 inh
CCCCOC(=O)c1ccc(OC(=O)c2sc3ncn(Cc4ccccc4Cl)c(=O)c3c2C)cc1 | 12
Cc1cc(C)n2c(Nc3ccccc3C)c(-c3cccs3)nc2n1 | 5
COC(=O)c1cc(-c2ccc(Cl)cc2)nc2ccccc12 | -5
CCOc1ccc(NC(=O)c2ccc(CN3CCCCC3)cc2)cc1 | 4
COc1ccc(S(=O)(=O)NCCc2sc(C)nc2C)cc1 | 0
Cn1c(=O)c2c(nc(SCC(=O)Nc3ccccc3F)n2Cc2ccc(Cl)cc2)n(C)c1=O | 9
CNS(=O)(=O)c1cn(CC(=O)Nc2cccc(C(F)(F)F)c2)cc1S(=O)(=O)NC | -2
C[C@@H](NC(=O)N1CCC(Cn2cc(C3CC3)nn2)CC1)c1ccccc1 | 9
C=CCn1c(SCC(=O)Nc2ccc(Cl)c(C(F)(F)F)c2)nc2scc(-c3ccc(F)cc3)c2c1=O | -1
Cc1ccc2nc3c(cc(C(=O)N4CCOCC4)n3C)c(=O)n2c1 | 6
Cc1ccc2nc(-c3ccc4c(c3)OCO4)cc(C(=O)O)c2c1 | 3
CCCN(CCC)CCCNC(=O)c1cn(CC)c2ccc(S(=O)(=O)N(C)C3CCCCC3)cc2c1=O | 4
CCOC(=O)c1c(-c2ccc(Br)cc2)csc1NC(=O)C(C)N1C(=O)c2ccccc2C1=O (configuration not stated) | 1
CCc1ocnc1C(=O)N1CCCC1c1ccc(C(=O)N2CCOCC2)s1 (configuration not stated) | -7
CCOC(=O)C1(Cc2cccc(C(F)(F)F)c2)CCN(Cc2cnc(N)nc2)CC1 | 0
CC(C)C1=NN2C(=N)/C(=C/c3ccc(-c4ccccc4)o3)C(=O)N=C2S1 | 9
CCN(Cc1ccccc1)C(=O)c1coc(COc2ccccc2)n1 | -8
CCOc1ccc(Cl)cc1C(=O)NC1CCCC1 | 9
COc1ccc(CCCC(=O)NN=Cc2ccc(-c3ccc(Cl)cc3)o2)c(C)c1 | 7
CCc1cccc(C)c1NC(=O)c1cc(S(=O)(=O)N2CCOCC2)cn1C | 9
Cc1sc2ncnc(Sc3nnc4cc(C)c5ccccc5n34)c2c1C | -12
Cc1ccc(C(=O)OC(C)CN2CCOCC2)cc1 (configuration not stated) | 1
CSc1nc(Oc2ccc(C)c(C)c2)cc(-n2nc(C)cc2C)n1 | 8
O=C(Nc1ccc(S(=O)(=O)Nc2nccs2)cc1)c1cncc(Br)c1 | -3
CC(O)c1cccc(NC(=O)c2ccc(Cl)cc2)c1 (configuration not stated) | -2
CC(C)(C)C1=CC2(C=C(C(C)(C)C)C1=O)Nc1ccccc1OC2C(=O)c1ccccc1 (configuration not stated) | 1
CSCCNC(=O)C1CCN(c2nc(C)c3cc(C)c(C)cc3n2)CC1 | 0
FC(F)c1cc(-c2ccccc2)n2ncnc2n1 | 5
Cn1c(-c2ccccc2)cnc1NCc1ccccc1O | 4
O=S(=O)(O)c1cccc(-c2nc3sc(-c4cccc(S(=O)(=O)O)c4)nc3s2)c1 | 7
O=C(Nc1ccccc1C(F)(F)F)C1CCN(C(=O)c2ccccc2F)CC1 | 3
Cc1cc(Br)c(OCCCCCCN2CCOCC2)cc1C | -1
CCN(Cc1ccon1)CC1CCCN(CCc2cccc(OC)c2)C1 (configuration not stated) | 10
COc1ccc(-c2cc(C(F)(F)F)nc(SCC(=O)NCc3cccs3)n2)cc1OC | 6
CCOC(=O)c1cccc(NC(=O)c2cc(S(=O)(=O)N3CCCC(C)C3)cn2C)c1 (configuration not stated) | 2
COc1ccc(C2CC(=O)C3C(=NC(C)=C(C(=O)Nc4cccc(C)n4)C3c3ccc(F)cc3)C2)cc1 (configuration not stated) | 1
CCOC(=O)C1(Cc2ccccc2C)CCCN(C(=O)CCN2CCOCC2)C1 (configuration not stated) | 3
O=C(C1CC1)N1CCc2cc(Br)cc(S(=O)(=O)N3CCN(c4ccccc4)CC3)c21 | -17
O=C(CSc1nc2sc3c(c2c(=O)n1-c1ccccc1)CCCC3)Nc1ccccc1-c1ccccc1 | -3
CCOc1ccc(N2C(=O)C3C(c4ccccc4)N4CCCN4C3(c3ccccc3)C2=O)cc1 (configuration not stated) | 4
O=C(CCN1CCCC1=O)NCc1cccnc1Oc1ccccc1 | 12
CC1C(=NS(=O)(=O)c2ccc(I)cc2)C(=O)N(c2ccccc2)N1C (configuration not stated) | 0
CCc1ccccc1NC(=O)c1ccc(CN2CCCCC2)cc1 | 6
COc1ccc(-c2[nH]ncc2/C=N\NC(=O)c2ccc(Br)o2)cc1OC | 0
C/C(Cl)=C\COc1cc(C)nc2ccc(Br)cc12 | 0
CCC(C)(C)C(=O)Nc1cccc(C)c1C | -2
NS(=O)(=O)c1ccc(CNC(=O)c2ccccc2Cl)cc1 | 1
COc1ccc(CN2CCC(Oc3ccccc3C(=O)N3CCCC3)CC2)c(F)c1 | -9
O=C(O)c1cc(C(=O)O)c(Cl)nc1Cl | -4
Cc1cc(C)n(-c2nc3ccccc3nc2Nc2ccc(C(C)C)cc2)n1 | -4
COc1ccc2c(C(=O)N(C)C)cc(-c3cnn(CC(F)(F)F)c3)nc2c1 | -7
CSc1nc(-c2ccco2)nn1S(=O)(=O)c1ccc(C)cc1 | 0
CC(=O)C1CCCN(C(=O)CCCn2nnnc2CN2CCc3ccccc3C2)C1 (configuration not stated) | -3
CCN(CC)CCN(C(=O)c1ccco1)c1nc2c(C)cccc2s1 | -4
CC1=NC(=S)NC(c2ccccc2F)C1C(N)=O (configuration not stated) | 0
COc1cc(C)c(C)cc1S(=O)(=O)Nc1cccc(-c2ccc(N3CCOCC3)nn2)c1 | 4
CC(C)C(=O)N1CCN(c2ccc(Cl)cc2N)CC1 | 2
COC(=O)c1cc(NC(=O)C(C)C)ccc1O | -6
CCOC(=O)c1cccc(NC(=O)C2CCN(c3nnc(C)c4c(C)n(-c5ccccc5)nc34)CC2)c1 | -2
C/C(=N/NC(=O)C1CC1c1ccc(C(C)(C)C)cc1)c1cccc(NC(=O)c2ccccc2F)c1 (configuration not stated) | 2

Next records:
SMILES | ROC1-CUL1 inh
COc1cccc2c1C(=O)OC2C[N+](=O)[O-] (configuration not stated) | -6
Cc1ccc2nc3ccccc3c(Cc3ccccc3)c2c1 | 1
CCOc1cc(/C=N/NC(=O)c2ccc(OC)cc2)ccc1OCc1ccc(Cl)c(Cl)c1 | -3
O=C(Oc1cccn2cc(-c3ccccc3)nc12)c1ccccc1 | 0
Cc1ccc(-n2cc3ccccc3c2N)cc1 | 1
COc1ccccc1/C=C/CN1CCC2(CC1)c1ccccc1[C@@H](NC(=O)COc1ccccc1)[C@@H]2O | -1
CCOC(=O)N1CCN(CN2C(=O)C(=Nc3ccc4ccccc4c3)c3ccccc32)CC1 | -2
O=C(O)c1ccccc1I | 5
Cc1cccc(NC(=O)c2ccc3c(c2)CCN3S(=O)(=O)c2ccccc2)c1C | 12
O=C(N/N=C/c1c(O)ccc2ccccc12)c1n[nH]c2c1CCCC2 | 5
O=C(/C=C/c1ccco1)Nc1cccc2c1C(=O)N(c1ccccc1)C2=O | 4
Cc1ccc(-c2nc3ccccn3c2Nc2ccccc2C)s1 | -4
COc1ccc(-c2cc(=Nc3ccc(Br)cc3)c3cc(O)ccc3o2)cc1 | -8
O=C(CSc1nccn1Cc1ccc(F)cc1)Nc1ccc2c(c1)OCO2 | 5
CCOC(=O)c1ccc(-n2nc(C)c3c(C)cc(=O)oc32)cc1 | 0

Part of the list above, set out differently.
mol	ROC1-CUL1 inh
CSc1nc(Oc2ccc(C)c(C)c2)cc(-n2nc(C)cc2C)n1	8
CCN(Cc1ccccc1)C(=O)c1coc(COc2ccccc2)n1	-8

Next structures
SMILES | ROC1-CUL1 inh
CC(C)C1C(=O)Nc2ccccc21 (configuration not stated) | 4
COc1ccc(-c2cc(-c3ccc(C)cc3)nc3sc(C(=O)Nc4cc(C)cc(C)c4)c(N)c23)cc1OC | 4
N#CC1C(=N)Oc2n[nH]c(-c3ccc(Br)cc3)c2C1C1CC=CCC1 (configuration not stated) | 15
O=C(NN1c2ccccc2CCc2ccccc21)c1ccc(Cl)cc1 | -5
O=C(Nc1cccc(I)c1)c1ccc(NC(=O)c2ccco2)cc1 | 11
O=C(CC1SC(=Nc2ccccc2)N(c2ccccc2)C1=O)Nc1cccc(Cl)c1 (configuration not stated) | 7
Cc1cc2nc3c(nc2cc1C)C1(C(=O)O)CCC3(C)C1(C)C (configuration not stated) | -2
CCc1cccc(CC)c1NC(=O)c1c(C)oc2ccc(O)c(CN3CCCC3)c12 | -6
CCOc1ccc(-n2nc3ccc(NC(=O)c4ccc(C)cc4C)cc3n2)cc1 | 3
NC(=O)C1CCN(C(=O)N2c3ccccc3Sc3ccccc32)CC1 | 6
CC(C)Oc1ccc(CNC(=O)C2CCN(c3nc4ccccc4n(C)c3=O)CC2)cc1 | 1
Cc1ccccc1CNCCCSc1nnnn1-c1ccccc1 | -4
COc1ccc(NS(=O)(=O)c2ccc(-c3cnc(C4CC4)o3)cc2)cc1Cl | -7
COc1ccc(Cl)cc1NC(=O)Cn1cc(C(=O)c2ccc(C)cc2)c(=O)c2ccc(C)nc21 | 3
c1ccc(-c2nnc(SCc3nc4ccccc4s3)n2-c2ccccc2)cc1 | -2
CSc1ccc(CNC(=O)Cn2ccc3cc(S(=O)(=O)N4CCCC4)ccc32)cc1 | 3
COc1cccc(CN2C(=O)NC(C)(C3CCN(C(=O)c4cccnc4SC)CC3)C2=O)c1OC (configuration not stated) | 3
CCc1ccccc1NC(=O)COc1cccc2ccc(C)nc12 | -3
Cc1nc2c(sc3nc4c(c(-c5ccco5)c32)CCc2ccccc2-4)c(=O)[nH]1 | 3
CCn1cc(C(=O)N2CCCC(CCc3cccc(F)c3)C2)cn1 (configuration not stated) | 13
Cc1ccc(Cl)cc1N1CCN(C(=O)Cn2cnc3nc4c(cc3c2=O)CCCC4)CC1 | -4
COc1ccc(C(=O)C(C)Oc2ccc(NC(=O)c3ccccc3Cl)cc2)cc1 (configuration not stated) | 3
CNC(=O)NC(=O)CSc1nc2sc(-c3ccccc3)cc2c(=O)n1N | 11
Cc1ccc(CS(=O)(=O)NCCC2=CCCCC2)cc1 | 3
Cc1cccc2sc(NC(=O)CCC3CCCC3)nc12 | 1
CCOc1cc(/C=C2\N=C(c3ccc(C)cc3)OC2=O)ccc1OCc1ccccc1 | 2
c1ccc2c(c1)OCC(c1nnc3sc(-c4cnccn4)nn13)O2 (configuration not stated) | -7
OCc1nc2ccc(Cc3ccc4nc(CO)[nH]c4c3)cc2[nH]1 | 3
Cc1ccc(CNC(=O)CSc2nc3n[nH]c(C)c3c(=N)n2-c2ccccc2Cl)cc1 | 20
COc1ccc2c(c1)Sc1ccc(OC)cc1C(N1CCN(C)CC1)C2 (configuration not stated) | -10
O=C(NCC1CCCO1)NC1(C(F)(F)F)Oc2ccc(Cl)cc2O1 (configuration not stated) | 9
CCOC(=O)N1CCN(Cn2nc(COc3ccc(C4CCCCC4)cc3)n(C)c2=S)CC1 | -4
Cn1c(=O)c2[nH]c(N3CCN(Cc4ccccc4)CC3)nc2n(C)c1=O | -3
O=C1C(=O)N(c2ccccc2)[C@](C(=O)Nc2ccccc2)(c2ccccc2)C1C(=Nc1ccccc1)c1ccccc1 (some centres not stated) | 4
Cc1ccc(-c2nnc(-c3nnn(-c4ccccc4C)c3C)o2)cc1 | -1
COc1ccc(C2Nc3cc(C(C)(C)C)cc(C(C)(C)C)c3O2)cc1OC (configuration not stated) | 10
CC1(C)Cc2ccccc2-c2cc(N=O)c(O)n21 | -3
CCOc1ccccc1NS(=O)(=O)c1ccc(F)cc1 | 1
COc1ccc(CCNC(=O)c2cn(C)c3ccc(S(=O)(=O)N(C)C)cc3c2=O)cc1OC | -5
COc1ccc(-c2csc(C(C#N)C=Nc3ccccc3Cl)n2)cc1 (configuration not stated) | -6
CN1CCc2c(sc3c2C(=O)NC(/C=C\c2ccccc2)N3)C1 (configuration not stated) | -2
Cc1nn(C)cc1NC(=O)CC12CC3CC(CC(C3)C1)C2 | -2
CN(C)c1ccc(CCC(=O)N2CC[C@@H](N3CCC(O)CC3)[C@H](O)C2)cc1 | 13
O=S(=O)(Nc1ccc(-c2ccc(N3CCCC3)nn2)cc1)c1ccc(Cl)cc1 | -5
N#Cc1cc2c(nc1SCc1nc3ccccc3[nH]1)CCC2 | 7
COc1ccc2c(CNC3CCCCCC3)c(C(=O)O)n(Cc3ccccc3F)c2c1 | 2
COc1cccc(NC(=O)CCNC(=O)Cn2ccc3ccccc3c2=O)c1 | -2
CCOC(=O)c1ccc(NC(=O)CSc2nnc(CSc3nc4ccccc4s3)o2)cc1 | 0
O=C1CSC2(C(=O)N(Cc3ccccc3F)c3ccccc32)N1c1ccc(F)cc1 (configuration not stated) | -7

Among those listed so far, 13 contain two or more sulfur atoms:
SMILES | ROC1-CUL1 inh
COc1ccc(S(=O)(=O)NCCc2sc(C)nc2C)cc1 | 0
CNS(=O)(=O)c1cn(CC(=O)Nc2cccc(C(F)(F)F)c2)cc1S(=O)(=O)NC | -2
C=CCn1c(SCC(=O)Nc2ccc(Cl)c(C(F)(F)F)c2)nc2scc(-c3ccc(F)cc3)c2c1=O | -1
Cc1sc2ncnc(Sc3nnc4cc(C)c5ccccc5n34)c2c1C | -12
O=C(Nc1ccc(S(=O)(=O)Nc2nccs2)cc1)c1cncc(Br)c1 | -3
O=S(=O)(O)c1cccc(-c2nc3sc(-c4cccc(S(=O)(=O)O)c4)nc3s2)c1 | 7
COc1ccc(-c2cc(C(F)(F)F)nc(SCC(=O)NCc3cccs3)n2)cc1OC | 6
O=C(CSc1nc2sc3c(c2c(=O)n1-c1ccccc1)CCCC3)Nc1ccccc1-c1ccccc1 | -3
CSc1nc(-c2ccco2)nn1S(=O)(=O)c1ccc(C)cc1 | 0
c1ccc(-c2nnc(SCc3nc4ccccc4s3)n2-c2ccccc2)cc1 | -2
CSc1ccc(CNC(=O)Cn2ccc3cc(S(=O)(=O)N4CCCC4)ccc32)cc1 | 3
CNC(=O)NC(=O)CSc1nc2sc(-c3ccccc3)cc2c(=O)n1N | 11
CCOC(=O)c1ccc(NC(=O)CSc2nnc(CSc3nc4ccccc4s3)o2)cc1 | 0

From PubChem BioAssay

These rows are one share of the data. The share of hits here may be higher or lower than overall.
